PvdQ acylase – P. aeruginosa PvdQ acylase inhibition. purified PvdQ acylase, fluorescence plate reader. inhibition, % at 10 µM. actives 0.063% (n = 340,000); in the data active = inhibition above about 30%, passing the limit was not always enough; inconclusive = no clear call, values can overlap the other calls;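 note: 0% = vehicle neutral wells and 100% = reference inhibitor wells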
C-LANA FP – KSHV C-LANA DNA binding inhibition | MBP-C-LANA/FAM-LBS DNA binding, fluorescence polarization | inhibition, % at 9 µM | actives 0.078% (n = 340,000) | AID 504423;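 active = highest replicate inhibition at or above 60% at 9 µM, even if other replicates fall short; inactive = all replicates below 60% inhibition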;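 note: 0% = neutral control wells and 100% = 4 µM acridine orange control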
SR-BI DiI-HDL act – enhances SR-BI lipid uptake from DiI-HDL; CHO ldlA[mSR-BI] cells, DiI-HDL uptake fluorescence, 3 h; 100 = double the neutral-control signal; activation, % at 12.5 µM; actives 0.096% (n = 320,000); AID 504775;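 active = mean replicate activation of at least 60% and every replicate at or above 60%; inconclusive = mean or all-replicate condition met, but not both; inactive = mean below 60% and not all replicates reaching 60%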;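 note: 0% = median plate neutral-control signal and 100% = twice that signal; values of inactives mirror those of a sister screen read the other way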
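Test system: SR-BI-overexpressing, LDLR-lacking CHO cells; Medium: Ham's F12 with 0.5% BSA, HEPES 25 mM, pH 7.4; Schedule: 3 h, 37 °C; Technique: bottom-read fluorescence, 550/595 nm.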
Arr AP2 block – human beta-arrestin and AP2 interaction inhibition | FITC-arrestin peptide / GST-AP2 beads, flow cytometry; AP2 beta2 appendage carries R879A mutation | inhibition, % at 10 µM | actives 0.31% (n = 340,000) | AID 504490;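 active = inhibition above a set limit, near 3 SD of compounds lacking own fluorescence, cut at about 54% in these data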;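 note: plate controls were DMSO wells for no effect and 5 µM unlabelled arrestin peptide for full effect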
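Material – AP2 appendage R879A on GSH beads · Buffer or medium – PBS with 0.05% Tween 20 and 0.1% BSA · Probe or stimulus – fluorescein-tagged arrestin peptide at 50 nM final · Incubation – compound with beads 12 min RT, then probe 1 h RT · Detection – high-throughput flow cytometry of beads, ex 488, em 535 nm · Evaluation – percent response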
NSD2 inh – NSD2 (human) methyltransferase inhibition; NSD2 peptide methylation, AlphaScreen, 120 min; inhibition, % at 12.5 µM; actives 0.54% (n = 310,000); AID 743445; in the data active = inhibition above about 50%
SR-BI DiI inh – blocks mouse SR-BI lipid uptake from DiI-HDL; Q61009; ldlA[mSR-BI] CHO cells, DiI-HDL uptake fluorescence, 3 h; inhibition, % at 12.5 µM; actives 0.96% (n = 320,000);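 active = mean replicate inhibition of at least 70% and a set share of replicates each scoring 70 or more; inconclusive = meets just one of the two criteria; inactive = fails both criteria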;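 note: 0% = median of neutral control wells and 100% = median of positive control wells; values of inactives mirror those of a sister screen read the other way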
Target sequence (Q61009 whole entry, looked up): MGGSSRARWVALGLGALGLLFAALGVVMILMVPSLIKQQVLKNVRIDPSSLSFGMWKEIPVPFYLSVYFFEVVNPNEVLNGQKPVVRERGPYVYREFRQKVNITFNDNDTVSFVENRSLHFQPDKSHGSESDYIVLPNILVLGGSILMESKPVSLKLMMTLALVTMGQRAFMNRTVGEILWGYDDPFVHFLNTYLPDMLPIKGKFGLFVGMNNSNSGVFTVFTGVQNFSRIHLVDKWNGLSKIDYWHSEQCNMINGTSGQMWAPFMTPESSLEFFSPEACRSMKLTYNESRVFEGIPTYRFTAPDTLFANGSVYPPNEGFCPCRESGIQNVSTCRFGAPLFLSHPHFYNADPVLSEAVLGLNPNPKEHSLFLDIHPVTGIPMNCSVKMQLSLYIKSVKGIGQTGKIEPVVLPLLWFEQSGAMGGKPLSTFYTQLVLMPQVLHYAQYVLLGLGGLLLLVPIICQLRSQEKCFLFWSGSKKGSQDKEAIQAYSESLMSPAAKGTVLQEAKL
DAGLB inh – diacylglycerol lipase beta (human) inhibition; HEK293T DAGLB membrane lysate, EnzChek fluorogenic substrate; inhibition, % at 5.17 µM; actives 0.059% (n = 340,000); AID 504411; in the data active = inhibition above about 34%;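 note: 0% = enzyme with vehicle and 100% = wells lacking enzyme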
Keap1-Nrf2 PPI – Keap1-Nrf2 (human) interaction inhibition; Q14145; Keap1 Kelch-Nrf2 peptide fluorescence polarization, 1536-well; inhibition, % at 9.4 µM; actives 0.15% (n = 340,000); AID 504523; in the data active = inhibition above about 12%; inconclusive = no clear call, values can overlap the other calls; inactive = below about 7.3%;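 note: human Keap1 Kelch domain with fluorescein labeled Nrf2 9mer peptide probe; 0% = neutral control wells and 100% = peptide positive control; higher means more block of Keap1 binding to Nrf2 peptide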
Target sequence (Q14145 whole entry, looked up, the tested form may be a part): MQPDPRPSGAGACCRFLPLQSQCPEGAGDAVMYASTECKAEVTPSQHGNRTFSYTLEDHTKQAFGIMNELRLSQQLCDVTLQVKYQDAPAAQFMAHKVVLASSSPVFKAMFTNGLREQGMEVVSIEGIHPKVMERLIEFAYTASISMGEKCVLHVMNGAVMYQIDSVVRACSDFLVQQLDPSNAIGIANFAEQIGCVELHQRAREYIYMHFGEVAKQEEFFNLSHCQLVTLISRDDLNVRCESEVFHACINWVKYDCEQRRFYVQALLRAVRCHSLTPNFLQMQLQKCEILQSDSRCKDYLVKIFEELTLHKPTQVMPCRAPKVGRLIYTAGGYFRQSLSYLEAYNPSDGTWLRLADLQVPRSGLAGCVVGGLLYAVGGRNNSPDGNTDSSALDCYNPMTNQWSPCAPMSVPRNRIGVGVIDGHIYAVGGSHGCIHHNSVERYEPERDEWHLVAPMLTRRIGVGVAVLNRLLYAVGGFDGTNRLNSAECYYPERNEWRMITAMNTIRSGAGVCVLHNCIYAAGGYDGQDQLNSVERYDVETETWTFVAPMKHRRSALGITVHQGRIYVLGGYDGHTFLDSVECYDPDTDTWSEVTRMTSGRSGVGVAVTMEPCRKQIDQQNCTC
RTF Ca sens inh – cardiac RTF calcium desensitization. P19429+P45379. IANBD-labeled cardiac RTF, Ca2+ fluorescence. inhibition, % at 7.15 µM. actives 0.12% (n = 340,000);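 active = inhibition above the mean inhibition of all tested compounds plus 3 SD, cut at about 17% in these data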;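 note: assay run at fixed EC70 calcium of 1.6 mM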
PKA-R2B act – PKA-R2B complex activation; activation, % at 11.4 µM; PKA-R2B holoenzyme dissociation, Cy5-IP20 fluorescence polarization; R2B truncated from residue 108, S112A mutant; 0% DMSO only, 100% 113 µM cGMP; actives 0.079% (n = 340,000); AID 504700; P22694+P31323;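 active = activation above a cutoff set at the mean over all compounds plus 3 SD, cut at about 18% in these data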;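 note: higher means more holoenzyme dissociation and a rise in polarization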
Numbers without * were called inactive; u = inconclusive; x = no result given; & = joins results of further samples. Some of the compounds tested; count on the stated rates, not on these rows.

SMILES | PvdQ acylase | C-LANA FP | SR-BI DiI-HDL act | Arr AP2 block | NSD2 inh | SR-BI DiI inh | DAGLB inh | Keap1-Nrf2 PPI | RTF Ca sens inh | PKA-R2B act
Cc1cccc(NC(=O)CSc2nnc([C@@H](N)Cc3c[nH]c4ccccc34)o2)c1C | -10 | -0.2 | -21 | 3 | 5 | 21 | -2 | -9 | 0 | -6
CCN1C(=O)NC(=O)/C(=C\c2cn(CC(=O)N3CCCCC3)c3ccccc23)C1=O | 5 | 37 | -8 | -42 | 3 | 8 | 0 | 21* | -3 | -1
COc1cc2c(cc1OC)C(C(=O)N(C)C1CCCCC1)C1CCCCN1C2=O (stereo unspecified) | -11 | 2.3 | 10 | -4 | -1 | -10 | 0 | -1 | -13 | -10
O=C(COc1ccccc1)N1CCN(CCN2C(=O)c3cccc4cccc(c34)C2=O)CC1 | -8 | -3.2 | -4 | 10 | -1 | 4 | 2 | 4 | -6 | -15
COc1ccc(CN2CCCC(C(=O)c3ccc(Cl)cc3)C2)c(O)c1 (stereo unspecified) | 6 | -1.8 | -1 | 12 | -4 | 1 | -3 | -2 | -11 | 5
C[N+]1(C)[C@@H]2CC(OC(=O)[C@H](CO)c3ccccc3)C[C@H]1[C@@H]1O[C@@H]12 (stereo partly specified) | -12&-2 | -0.7&-1.0 | -3&16 | -2&-2 | x | 3&2 | 2&1 | -2&0 | -2&14 | -2&-4
COc1ccc(-n2c(O)c(C=NCCCn3ccnc3)c(=O)[nH]c2=O)cc1 | -8 | 0.3 | 32 | -3 | 0 | -32 | 0 | -3 | -11 | -3
c1cc2c(cc1NC1=NCCO1)CCCC2 | -14 | 1.0 | 27 | 38 | 7 | -27 | -2 | 3 | 9 | 3
COC(=O)C1=C(c2ccc(F)cc2OCc2ccccc2)C[C@@H]2CC[C@H]1N2C(=O)NCc1ccccc1Br | -8 | 1.9 | -29 | 6 | x | 29 | -13 | -6 | -16 | -6
Cc1cccc(C)c1NC1=NCCCS1 | -10 | -0.4 | 22 | 1 | x | -1 | 0 | -8 | -5 | 2
Cc1nn(CCC#N)c2c1P(=S)(N1CCCC1)OC(c1ccc(F)cc1)=N2 (stereo unspecified) | -8 | -0.2 | -1 | -10 | 0 | 1 | 1 | -4 | -6 | -16
O=C1C2CCCN2C(c2cccs2)N1c1ccccn1 (stereo unspecified) | -9 | -0.6 | -3 | 24 | 7 | 3 | -2 | -3 | 5 | 2
O=C(Cn1ncc2c3ccccc3n(Cc3ccccc3F)c2c1=O)N1CCC2(CC1)OCCO2 | 1 | 0.0 | 32 | -5 | 7 | -32 | -1 | 0 | 4 | -6
CCN1C(=O)NC(=O)/C(=C\c2cn(CC(=O)N3CCCCC3C)c3ccccc23)C1=O (stereo unspecified) | 7 | 14 | 8 | 40 | 3 | -8 | 1 | u | 0 | 8
O=C(CCC(=O)N1CCC2(CC1)OCCO2)Nc1nnc(C2CCCCC2)s1 | 5 | -1.5 | 2 | 38 | -1 | -2 | 0 | 1 | 0 | 1
CC(=O)/C=C/c1ccccc1 | -18 | 0.4 | 2 | 3 | x | -2 | -2 | 0 | -2 | 0
OCCOCCO | -1 | 0.8 | 6 | 11 | x | -6 | -1 | -1 | -4 | -10
CN(C(=O)Oc1ccc(C(=O)c2ccc(Cl)cc2)cc1)c1ccccc1 | -10 | -1.9 | 21 | 2 | -6 | -21 | -12 | 0 | -15 | -9
O=P(O)(O)COc1ccccc1O | -7 | 0.2 | 19 | -15 | 0 | -19 | 1 | 0 | -8 | -5
CC1=CC(=O)C2=C(C)CC(O)C3C(C)C(=O)OC3C12 (stereo unspecified) | -16 | 1.5 | 8 | 8 | -1 | -8 | -3 | -2 | -10 | -4
Cc1ccc(/C=C2\C(=O)NC(=O)N(CCc3ccc(F)cc3)C2=O)o1 | -10 | 0.6 | 15 | -2 | 0 | -15 | 19 | -16 | -6 | -2
CCC(=NCc1ccco1)c1c(O)n(C2CCCCC2)c(=O)[nH]c1=O | -5 | 1.1 | 7 | -5 | 11 | -7 | 8 | -3 | -3 | -2
CC(=Nc1ccc2c(c1)CCC2)c1c(O)n(-c2ccccc2)c(=O)[nH]c1=O | -12 | 1.0 | 9 | -4 | 12 | -9 | 1 | -8 | -3 | 11
BrCC1C[n+]2c(SCc3ccccc3)nc3sc4c(c3c2O1)CCCC4 (stereo unspecified) | -8 | -0.7 | -15 | -7 | 21 | 15 | -6 | -3 | -2 | 7
Cc1ccc(C(=O)O)cc1N=Nc1c(O)[nH]c(=O)[nH]c1=O | -16 | -1.2 | 10 | -17 | 1 | -10 | -1 | -7 | -9 | 5
(more compounds)
SMILES | PvdQ acylase | C-LANA FP | SR-BI DiI-HDL act | Arr AP2 block | NSD2 inh | SR-BI DiI inh | DAGLB inh | Keap1-Nrf2 PPI | RTF Ca sens inh | PKA-R2B act
CN1CC(C(=O)c2ccc(F)cc2)C(c2ccc(F)cc2)C1 (stereo unspecified) | 7 | -1.1 | -9 | 41 | 2 | 9 | 0 | 4 | 0 | -4
CCCC(C)C1(CC)C(=O)NC(=Nc2ccccc2OC)NC1=O (stereo unspecified) | -5 | -0.7 | -2 | -10 | -3 | 2 | 5 | -4 | 2 | 3
O=C1NC(=O)C(=Cc2ccc(N3CCN(C(=O)c4ccccc4)CC3)c([N+](=O)[O-])c2)C(=O)N1 | 16 | 0.0 | 19 | 5 | 13 | -19 | 3 | -1 | -4 | -9
CCOP(=O)(OCC)C(O)c1ccc(OC)cc1OC (stereo unspecified) | -9 | -0.3 | 25 | -15 | -2 | -25 | -3 | -1 | 2 | -1
O=C1NC(=O)C(Sc2ccccc2[N+](=O)[O-])C(=O)N1 | -11 | -0.9 | x | 14 | 85* | x | -24 | -11 | -5 | 1
CCOC(=O)C1=C(N)Oc2cc(C)oc(=O)c2C12C(=O)N1c3c(cccc32)C(C)CC1(C)C (stereo unspecified) | -18 | -2.0 | 13 | -1 | 0 | -13 | -1 | 1 | -1 | -8
CN1C(=O)C(=Cc2ccccc2OCCOc2ccc([N+](=O)[O-])cc2)C(=O)N(C)C1=O | -3 | -0.4 | -6 | 37 | 1 | 6 | -4 | 5 | 2 | -8
CCCC(C)(COC(N)=O)COC(=O)NC(C)C (stereo unspecified) | 4 | 0.7 | 7 | 20 | x | -6 | -1 | -3 | 11 | -4
CCCCCCn1c(=O)c(C(=O)Nc2cccc(C)n2)c(O)c2ccccc21 | -4 | -0.3 | -7 | 16 | x | 7 | -1 | 1 | -8 | 5
CC[N+]12CCC(CC1)C(C(O)(c1ccccc1)c1ccccc1)C2 (stereo unspecified) | -19 | -0.2 | x | 0 | 1 | x | 1 | 0 | 2 | -3
Cc1ccc(N)c(N)c1 | -11 | 0.5 | -33 | 14 | x | 33 | 4 | 0 | -2 | -2
COC(=O)CSC1=NP(=S)(SCC(=O)OC)N2CCCC2=C1C#N (stereo unspecified) | -6 | -0.6 | 6 | 5 | 10 | -6 | 0 | -4 | -5 | 5
CN(C)P(=O)(N(C)C)N1CC1 | -5 | 1.2 | 11 | -12 | 0 | -11 | 0 | -6 | 4 | 2
CS(=O)(=O)c1ccc(C(=O)N2CCC(C(=O)O)(c3ccccc3)CC2)cc1 | 1 | 1.2 | x | 22 | -3 | x | 0 | 4 | 3 | 9
COC(=O)C1=C(c2ccc(F)cc2OCc2ccccc2)C[C@@H]2CC[C@H]1N2C(=O)NCc1ccc([N+](=O)[O-])cc1 | -7 | -0.9 | -12 | 1 | x | 12 | -7 | -1 | -2 | -8
Cc1ccc(NP(=O)(Oc2ccccc2)Oc2ccccc2)cc1 | -12 | 0.3 | -2 | 34 | -2 | 2 | 3 | -1 | -4 | -11
CC(=O)N1CCN(CC(=O)Nc2ccc(C#N)c(Cl)c2)CC1 | -11 | 1.1 | -1 | -12 | 1 | 1 | -1 | 6 | 1 | -6
NP(=O)(OCC(F)(F)F)Oc1cccc2ccccc12 (stereo unspecified) | 3 | 1.1 | 7 | 34 | 0 | -7 | -3 | -1 | -1 | 0
O=c1[nH]c(=O)n(C2CCCCCC2)c(O)c1C=NCC1CCCO1 (stereo unspecified) | -14 | 0.8 | 41 | 0 | -2 | -41 | -1 | -3 | -7 | -7
O=P(Oc1ccc(Cl)cc1)(N1CC1)N1CC1 | -15 | -1.0 | -2 | -3 | -1 | 2 | -3 | -2 | -2 | -1
O=C(C1CC(c2ccccc2O)=NO1)N1CCC2(CC1)OCCO2 (stereo unspecified) | -10 | -1.8 | -11 | -7 | -6 | 11 | 2 | -1 | 0 | -10
CCC(=O)Nc1ccc(N2CCN(CC)CC2)c(Cl)c1 | -9 | 0.3 | 5 | -8 | 19 | -5 | -2 | -3 | -4 | -1
O=c1c2ccccc2nc(/C=C/c2ccccc2)n1-c1ccc(O)cc1 | 3 | 1.0 | -1 | 30 | 2 | 1 | 0 | 0 | 2 | 0
COc1cccc(-n2c(C)nc3ccccc3c2=O)c1 | 7 | 0.6 | 11 | 4 | 3 | -11 | -2 | -9 | -4 | 1
CC(C)CN(CC(C)C)c1ccc(C=C2C(=O)NC(=S)NC2=O)cc1[N+](=O)[O-] | 7 | 4.3 | -6 | 3 | 22 | 6 | 20 | 0 | 2 | -8
The list goes on.
SMILES | PvdQ acylase | C-LANA FP | SR-BI DiI-HDL act | Arr AP2 block | NSD2 inh | SR-BI DiI inh | DAGLB inh | Keap1-Nrf2 PPI | RTF Ca sens inh | PKA-R2B act
CC(C)COc1ccc(Cc2c(O)[nH]c(=S)[nH]c2=O)cc1 | 6 | -1.3 | 8 | 0 | 0 | -8 | -1 | -1 | -11 | -14
Cc1cccn2c(=O)c3c(nc12)N1CCc2ccccc2C1C1(C3)C(=O)NC(=O)N(C)C1=O (stereo unspecified) | -9 | -2.3 | 11 | 2 | -1 | -11 | 2 | -8 | 0 | -8
Nc1ncn[nH]1 | -9 | 3.2 | 10 | 22 | -3 | -10 | -4 | -3 | 0 | -7
Cc1ccc(OCCOc2cccc(C=C3C(=O)NC(=O)NC3=O)c2)cc1 | -6 | 2.4 | 36 | 3 | 3 | -36 | -1 | -5 | -2 | -2
CC1CN=C(NCc2ccccc2Cl)S1 (stereo unspecified) | -20 | 1.7 | 27 | -5 | -4 | -27 | -1 | 1 | 5 | 6
O=C(Cc1ccccc1)OCn1nnc2ccccc2c1=O | 5 | -0.9 | 20 | 10 | 0 | -20 | -1 | 2 | -7 | -9
Cc1cc(C(=O)Nc2ccccc2)nn1C(C)(C)C | 5 | 0.2 | 8 | 30 | 1 | -8 | -5 | -3 | -2 | 3
O=c1[nH]c(=S)n(Cc2ccco2)c(O)c1C=NCc1cccs1 | -5 | 3.5 | -4 | 3 | 1 | 4 | 8 | -7 | -5 | -4

Assay outcomes as filed in PubChem BioAssay.
